# LMPTP inh = blocks human LMPTP phosphatase; recombinant LMPTP-A, OMFP fluorogenic substrate, fluorescence intensity; inhibition, % at 20 µM; 0.22% of 360,000 active;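 active means compounds that cut the enzyme signal by at least half of the control window in the single-dose screen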;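 further: plate controls were DMSO wells with enzyme plus substrate for no effect and substrate without enzyme for full effect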
# Target sequence (P24666 whole entry, looked up): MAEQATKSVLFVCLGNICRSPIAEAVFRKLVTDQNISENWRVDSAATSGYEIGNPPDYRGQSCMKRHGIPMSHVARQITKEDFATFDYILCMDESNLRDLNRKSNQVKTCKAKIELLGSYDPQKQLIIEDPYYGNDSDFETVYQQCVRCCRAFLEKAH
#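 Test system: LMPTP-A phosphatase enzyme; input: 0.625 nM LMPTP-A final; reagent: OMFP substrate, 400 µM final; compound dosing: 20 µM single dose, 3% DMSO; incubation: 50 min dark incubation at room temperature; measured by: endpoint fluorescence intensity from OMFP dephosphorylation; measure: % inhibition relative to no-enzyme and uninhibited control wells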
# NRP1-CendR mod = modulators of CendR peptide binding to human neuropilin-1. AID 602438. 0.85% of 360,000 active. inhibition, % at 25 µM. FAM-RPARPAR peptide binding to NRP-1, fluorescence polarization. O14786;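 active means inhibition or corrected inhibition above about 18%, plus a signal ratio from 0.5 to 1.5, limit read from the data, passing the limit was not always enough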; further: strong numbers were not always called active
# Tb MetRS inh = blocks T. brucei methionyl-tRNA synthetase activity | inhibition, % at 11.9 µM | purified T. brucei MetRS, ATP depletion, Kinase-Glo luminescence | AID 624268 | 0.4% of 360,000 active;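 active means inhibition above a per-plate cutoff of the control wells' mean inhibition plus 3 SD, cut at about 5.5% in these data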;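 further: 0% = DMSO wells median and 100% = median of wells with control inhibitor compound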
#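 assay system = parasite MetRS enzyme | timing = 15 min preincubation, 2 h reaction, all 25 °C | evaluation = percent inhibition relative to median high and low control wells | medium = HEPES buffer containing pyrophosphatase, BSA, spermine, DTT | compound = single dose, 11.9 µM final nominal, 0.9% final DMSO | detection = Kinase-Glo luminescence, ATP depletion format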
# Neddyl block = inhibitors of human cullin neddylation. P61081+Q13564. TR-FRET cullin neddylation, biochemical. calls only at 25 µM. 0.58% of 360,000 active; in the data active means inhibition above about 36%
# SUMO1-SIM PPI = modulators of human SUMO1-mediated protein-protein interactions; P63165; SUMO1 binding to a labelled peptide, TR-FRET, 1 h; inhibition, % at 20 µM; 0.33% of 360,000 active; in the data active means inhibition above about 37%
# Target sequence (P63165 whole entry, looked up): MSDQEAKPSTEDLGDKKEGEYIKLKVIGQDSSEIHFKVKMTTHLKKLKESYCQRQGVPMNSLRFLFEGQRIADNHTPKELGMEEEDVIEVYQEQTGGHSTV
# Scp-1 inhibitor = blocks human Scp-1 phosphatase activity. Q9GZU7. 0.88% of 340,000 active. inhibition, % at 20 µM. Recombinant Scp1, phosphopeptide, malachite green phosphate absorbance. AID 493091;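 active means inhibition above about 50% at 20 µM, limit read from the data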;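 further: plate controls were DMSO wells with enzyme for no effect and wells lacking enzyme for full effect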
# Target sequence (Q9GZU7 76-261 limits assumed): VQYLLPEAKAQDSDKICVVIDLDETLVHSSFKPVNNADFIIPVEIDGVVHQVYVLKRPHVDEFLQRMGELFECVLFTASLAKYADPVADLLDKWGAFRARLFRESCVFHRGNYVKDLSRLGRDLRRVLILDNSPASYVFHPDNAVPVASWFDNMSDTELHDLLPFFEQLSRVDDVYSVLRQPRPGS
#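 Material: truncated SCP-1 phosphatase (76-261aa) / Buffer or medium: 50 mM Tris acetate pH 5.5, 0.005% Tween-20, 10 mM MgCl2 / Compound dosing: one concentration, 20 µM, with 1.0% DMSO / Incubation: 45 min room-temperature reaction, 5 min colour, 30 min stabiliser / Detection: colorimetric free-phosphate detection, absorbance 630 nm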
# SKN-1 inh = inhibitors of C. elegans SKN-1; inhibition, % at 21.8 µM; AID 624304; 0.49% of 360,000 active; C. elegans VP596 Pgst-4::GFP/RFP ratio, acrylamide-induced, 24 h;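 active means interference check ratio from 0.5 to 1.5 plus GFP to RFP signal ratio inhibition reaching or exceeding a fixed threshold, cut at about 30% in these data, passing the limit was not always enough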; further: some compounds called inactive have numbers as strong as hits
# NadD block = blocks S. aureus nicotinate mononucleotide adenylyltransferase. inhibition, % at 20 µM. purified NadD enzyme, colorimetric absorbance read-out. AID 602399. 0.78% of 360,000 active; in the data active means inhibition above about 26%; further: some compounds past the cut are filed as inactive
# STEP inh = blocks human striatal-enriched tyrosine phosphatase. P54829. recombinant STEP, OMFP fluorogenic substrate, fluorescence. inhibition, % at 20 µM. 0.25% of 360,000 active. AID 588621;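 active means inhibition at 20 µM, scaled per plate between control wells, above about 37%, limit read from the data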;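 further: 0% = DMSO with enzyme and substrate and 100% = substrate only without enzyme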
# Target sequence (P54829 whole entry, looked up): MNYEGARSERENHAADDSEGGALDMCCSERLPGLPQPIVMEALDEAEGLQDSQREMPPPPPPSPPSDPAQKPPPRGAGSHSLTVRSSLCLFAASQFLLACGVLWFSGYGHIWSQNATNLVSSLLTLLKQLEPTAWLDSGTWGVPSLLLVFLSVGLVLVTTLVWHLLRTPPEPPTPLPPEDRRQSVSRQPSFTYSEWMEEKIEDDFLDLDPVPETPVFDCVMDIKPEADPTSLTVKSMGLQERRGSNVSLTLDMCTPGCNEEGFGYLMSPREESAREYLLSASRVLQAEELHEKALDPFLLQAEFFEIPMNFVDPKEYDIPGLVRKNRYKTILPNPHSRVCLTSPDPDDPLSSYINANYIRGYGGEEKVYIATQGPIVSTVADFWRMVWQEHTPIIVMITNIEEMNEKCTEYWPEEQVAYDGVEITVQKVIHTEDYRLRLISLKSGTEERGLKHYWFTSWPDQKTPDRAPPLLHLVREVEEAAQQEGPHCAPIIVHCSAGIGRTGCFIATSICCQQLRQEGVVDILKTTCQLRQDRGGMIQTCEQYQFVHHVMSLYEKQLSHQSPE
#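 Material: STEP (striatal-enriched tyrosine phosphatase) enzyme, cell-free; Compound dosing: 20 µM single dose in 1% DMSO; Technique: fluorescence read at 480 nm ex / 540 nm em; Times: reaction 20 min, ambient temperature; Medium: 50 mM Bis-Tris pH 6.0 with 2.5 mM DTT and 0.005% Tween 20; Also added: OMFP at 25 µM.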
# DNMT1 block = inhibitors of human DNMT1; DNMT1 molecular beacon, Hinp1I cleavage, fluorescence; inhibition (reported as % activation of signal), % at 10 µM; 0.83% of 360,000 active; AID 588458; in the data active means inhibition above about 50%
# * = called active by the depositor; i = inactive; · = not tested or not shown. Random draw from the library. Share with any hit: about 4.6%.
Molecule	LMPTP inh	NRP1-CendR mod	Tb MetRS inh	Neddyl block	SUMO1-SIM PPI	Scp-1 inhibitor	SKN-1 inh	NadD block	STEP inh	DNMT1 block
CC(=O)NC(Cc1ccccc1)C(C)=O (centres undefined)	-1.5	-1.9	-0.1	i	-1.1	-3.5	10.5	-5.1	-1.6	3.6
CCOC(=O)N1CCN(C(=O)CNC(=O)c2ccc(Br)cc2)CC1	-1.0	26.9*	0.0	i	2.3	-13.1	-8.0	0.4	-0.3	1.9
O=C(CNC(=O)c1ccccc1)NCC(=O)OCC(=O)c1ccccc1	0.0	-0.7	0.2	i	-0.1	-8.4	0.7	-1.1	3.2	-0.1
Clc1ccc(NC2=NCCC2)cc1Cl	-2.1	7.1	0.1	i	-1.6	2.6	-4.1	7.5	1.0	2.0
CC(=O)N1CCCc2cc(S(=O)(=O)N3CCC(C)CC3)ccc21	-1.7	-0.6	-0.7	i	2.6	3.3	-19.5	2.1	-1.7	2.6
CCOc1ccc(-n2c(COc3ccccc3)nnc2SCC(N)=O)cc1	-1.5	-3.0	-0.2	i	0.8	-2.2	-5.8	-6.2	0.9	1.0
c1ccc(C2[C@H]3CN(CC4CCCCC4)[C@H](c4ccccc4)C34CC2(c2cccnc2)C4)cc1 (some centres undefined)	3.9	0.0	-0.3	i	-5.8	-0.3	-3.4	5.2	4.6	10.6
CCC(C)(C)NC(=O)C1CCN(S(=O)(=O)c2cccs2)CC1	0.4	-10.8	0.6	i	-1.8	-3.4	14.9	-3.2	-0.6	2.8
Cc1ccc(SCCC(=O)NNC(=O)c2ccccc2F)cc1	-1.8	10.4	0.1	i	2.5	-3.8	-8.7	8.9	-1.8	2.3
CCOc1ccc(S(=O)(=O)n2cc(F)c(=O)[nH]c2=O)cc1[N+](=O)[O-]	-1.9	2.9	-0.3	i	-8.5	-4.5	17.2	9.5	-1.5	1.8
CCCCN(C(=O)/C=C/c1ccc(OC)cc1)C1CCS(=O)(=O)C1 (centres undefined)	-0.6	-2.9	0.0	i	-3.3	-4.0	-16.0	-1.9	0.2	3.0
Cc1ccc(SCc2cc(=O)[nH]c(/N=C(\N)Nc3ccc(C)c(C)c3)n2)cc1	2.3	9.4	0.1	i	-1.3	4.7	-1.8	16.1	1.9	-2.1
COc1cc(NC(=O)c2ccc(-c3cn[nH]c3)c3ccoc23)cc(OC)c1OC	-7.8	1.6	0.9	i	2.6	·	8.1	3.1	1.1	-5.7
COC(=O)N1CC=CC1(C)C(=O)NCc1cc(F)cc(C(F)(F)F)c1 (centres undefined)	-1.5	-14.1	-0.3	i	1.3	-5.8	10.4	-3.2	1.2	-0.6
O=C(CNC(=O)c1ccco1)Nc1cccc(Cl)c1	-0.7	-2.5	-0.1	i	-1.6	-10.0	21.4	-3.8	-1.2	-5.0
CCc1ccc(OCC(=O)NC(=S)Nc2ccc(C(C)=O)cc2)c(Br)c1	-1.4	4.2	-0.5	i	0.3	-2.5	-3.4	-3.2	0.8	34.0

# NRP1-CendR mod: entries above that show a hit
Molecule	LMPTP inh	NRP1-CendR mod	Tb MetRS inh	Neddyl block	SUMO1-SIM PPI	Scp-1 inhibitor	SKN-1 inh	NadD block	STEP inh	DNMT1 block
CCOC(=O)N1CCN(C(=O)CNC(=O)c2ccc(Br)cc2)CC1	-1.0	26.9*	0.0	i	2.3	-13.1	-8.0	0.4	-0.3	1.9

# Next part.
Molecule	LMPTP inh	NRP1-CendR mod	Tb MetRS inh	Neddyl block	SUMO1-SIM PPI	Scp-1 inhibitor	SKN-1 inh	NadD block	STEP inh	DNMT1 block
Cc1ccc(N)cc1CN1CCCC1=O	-1.2	-23.0	-0.5	i	0.2	-12.3	3.5	-2.8	2.0	-4.2
O=C(c1cccnc1)N1CCN(S(=O)(=O)c2ccc3ccccc3c2)CC1	-1.3	-19.4	-0.5	i	-2.1	0.2	13.2	-3.5	1.0	-2.7
CSCCC(NC(=O)c1ccc(Cl)cc1Cl)C(=O)NCc1ccccn1 (centres undefined)	-1.0	-1.8	0.0	i	2.7	-9.5	-2.2	1.9	2.8	-1.0
S=C(c1ccccc1)N1CCSCC1	-2.0	-9.9	-0.9	i	-4.3	-1.6	7.0	-9.6	-4.1	0.0
NC(=O)CSc1nnc(-c2ccccn2)n1Cc1ccco1	-0.6	0.9	-0.3	i	3.3	-8.9	16.3	-9.6	-1.5	2.0
CCOC(=O)CN1C(=O)N(c2ccccc2OC)S(=O)(=O)c2ccccc21	-1.4	-2.6	0.0	i	-1.6	-3.7	11.6	-2.2	2.6	3.0
c1ccc(CNC2CC3CCC2C3)cc1 (centres undefined)	-2.0	23.6*	0.2	i	-2.3	0.5	15.8	-0.2	-1.4	1.8
O=S(=O)(NCc1ccccc1)NCc1ccccc1	-1.1	14.0	-0.5	i	2.7	-3.7	-3.4	2.4	-4.8	-0.7
O=C(Nc1ccccc1Cl)C1C(c2ccccc2)C1(Cl)Cl (centres undefined)	-2.3	-0.1	-1.6	i	11.1	-7.5	-12.6	-4.5	-3.4	4.0
O=c1oc2ccccc2n1Cc1cccc(C(F)(F)F)c1	0.8	-9.3	-0.1	i	-3.7	-14.2	11.7	-3.1	1.9	3.8
Cc1ccc(NC(=O)C2CC(=O)N(c3ccccc3Cl)C2)cc1S(=O)(=O)N1CCOCC1 (centres undefined)	-0.1	2.1	-0.5	i	-1.0	-1.7	-7.3	-2.0	-2.7	4.7
CC(C)(C)c1ccc(S(=O)(=O)N2CCC(N3CCCCC3)CC2)cc1	0.7	3.1	-0.1	i	-2.0	-1.8	0.4	-0.5	0.5	-0.8
O=C1Nc2ccccc2/C1=N/N=C/c1cccc(O)c1	1.7	-6.1	1.2	i	-30.1	-0.7	-0.6	1.2	0.6	-5.3
CC(=O)c1c(C(C)=O)c(C)n(-c2ccc(N)cc2)c1C	-0.6	1.5	-1.2	i	-0.9	-5.6	-24.2	3.4	0.8	-15.2
CCOC(=O)c1c(SCc2ccccc2)n[nH]c1N	1.1	-4.2	0.1	i	-2.1	-4.7	7.4	-6.1	1.2	1.8
CC1Sc2ccc(S(=O)(=O)N3CCC(C(N)=O)CC3)cc2NC1=O (centres undefined)	-1.1	-2.9	0.3	i	0.4	7.4	10.5	5.9	-1.9	2.8
O=C(OCC(=O)N1CCN(C(=O)c2ccco2)CC1)C1=COCCO1	-1.0	-2.1	-0.6	i	-3.6	-2.7	2.8	-2.9	-1.9	-3.6
Cn1cc([N+](=O)[O-])c(C(=O)Nc2ccc(-c3nc4ccccc4o3)cc2)n1	0.5	-16.1	-1.4	i	45.9*	14.7	-1.3	-5.0	1.3	3.1
CC(C)(C)CN1C(=O)C(=O)NC[C@H]1Cc1cccc2ccccc12	-1.3	0.6	-0.2	i	-3.0	-1.0	-3.2	-3.6	-3.0	2.3
C=CCn1c(-c2cccc(S(=O)(=O)N3CCOCC3)c2)n[nH]c1=S	-1.6	10.0	-0.2	i	-1.5	-6.9	12.2	2.6	-1.2	-0.1
NC(=O)c1ccc(NC(=O)c2ccc3c(c2)OCO3)cc1	-2.1	-0.9	-1.2	i	-0.1	-1.0	12.5	3.3	1.5	7.9
COc1cccc(CNC(=O)COC(=O)C23CC4CC(CC(Cl)(C4)C2)C3)c1	1.4	0.9	-0.1	i	1.3	-7.9	12.5	-3.3	1.1	-1.9
CCN(CC)CCNC(=O)Cn1cnc2sc(C)c(S(=O)(=O)N3CCN(c4ccccc4OC)CC3)c2c1=O	-1.4	11.6	-0.4	i	4.6	-7.4	6.0	-8.5	-1.1	0.5
CC(C)(C)OC(=O)N1CCC[C@@H]1C(=O)N1CCC(C(=O)O)CC1	-2.1	1.7	-0.8	i	0.7	-6.9	-4.1	-3.3	-0.7	1.0
COc1cccc(S(=O)(=O)N(C)C[C@H]2OCc3cnnn3CCCC(=O)N([C@@H](C)CO)C[C@H]2C)c1	-1.6	-1.7	-0.1	i	2.7	·	4.2	-2.8	-2.2	1.8
O=C(NCCN1CCOCC1)c1noc2c1CCc1ccccc1-2	-1.7	13.7	-0.1	i	-1.4	0.5	-2.9	-0.6	3.7	-2.9
CC(C)c1ccccc1OCCNC(=S)NC(=O)c1cccnc1	0.8	-9.3	-0.9	i	0.5	-6.9	4.9	-3.7	-1.1	-7.5
CCOc1cc(/C=C(\C#N)C(=O)NCC2CCCO2)ccc1O (centres undefined)	-2.3	3.9	-0.3	i	-8.7	-13.8	9.0	-0.7	-3.3	-0.8
CC(=O)N1CCN(c2ccc(NC(=O)c3ccccc3Cl)cc2)CC1	0.0	-0.6	-0.2	i	0.9	-7.0	13.4	-3.4	2.5	-1.1
COc1ccc(Nc2nc3ccccc3nc2NS(=O)(=O)c2cccs2)cc1	-0.2	2.4	-0.5	i	6.1	-4.3	15.2	-2.2	-3.5	-5.6
O=C(CCC1CCCCC1)Nc1nncs1	0.2	9.1	-0.4	i	3.6	0.4	8.7	-3.5	-0.4	-0.1
O=C(c1cccc(Cl)c1)N(Cc1cccs1)C1CCS(=O)(=O)C1 (centres undefined)	0.4	-4.0	-1.0	i	2.9	-2.9	35.6*	0.1	0.4	-1.0
Cc1cc2nc(SC(C)C(=O)O)[nH]c2cc1C (centres undefined)	0.0	9.5	-1.4	i	-1.7	-7.2	-13.7	-5.7	-0.3	-2.1
CC(=O)Nc1ccc(NC(=O)c2ccccc2Sc2ccc([N+](=O)[O-])cc2Cl)cc1	0.3	10.1	2.1	i	-19.8	-9.6	2.6	10.1	0.6	-8.2
O=C(CN1C(=O)C2CC=CCC2C1=O)NC1CCCc2ccccc21 (centres undefined)	-2.2	-1.7	-0.7	i	-2.2	-5.0	-0.4	1.9	-2.0	0.3

# Individual results from above:
# STEP inh with O=C(c1cccc(Cl)c1)N(Cc1cccs1)C1CCS(=O)(=O)C1 (centres undefined) stands at 0.4
# Scp-1 inhibitor with O=C(NCCN1CCOCC1)c1noc2c1CCc1ccccc1-2 stands at 0.5
# SUMO1-SIM PPI with COc1ccc(Nc2nc3ccccc3nc2NS(=O)(=O)c2cccs2)cc1 stands at 6.1
# NRP1-CendR mod with CC(C)c1ccccc1OCCNC(=S)NC(=O)c1cccnc1 stands at -9.3
# LMPTP inh with COc1cccc(S(=O)(=O)N(C)C[C@H]2OCc3cnnn3CCCC(=O)N([C@@H](C)CO)C[C@H]2C)c1 stands at -1.6
# STEP inh with O=C(CN1C(=O)C2CC=CCC2C1=O)NC1CCCc2ccccc21 (centres undefined) stands at -2.0

# High-throughput results deposited in PubChem by several laboratories.
